# High-throughput results from PubChem BioAssay.
# Polio RdRp inh – inhibitors of poliovirus RNA polymerase binding and polymerization; P03300; poliovirus polymerase elongation, fluorescence polarization; active compounds read low; % elongation, % (compound at 16.7 µg/mL); actives 0.66% (n = 150,000); in the data active = % elongation below about 90%; note: some results filed as inactive read as strong as hits
# Target sequence (P03300 1749-2209 limits assumed): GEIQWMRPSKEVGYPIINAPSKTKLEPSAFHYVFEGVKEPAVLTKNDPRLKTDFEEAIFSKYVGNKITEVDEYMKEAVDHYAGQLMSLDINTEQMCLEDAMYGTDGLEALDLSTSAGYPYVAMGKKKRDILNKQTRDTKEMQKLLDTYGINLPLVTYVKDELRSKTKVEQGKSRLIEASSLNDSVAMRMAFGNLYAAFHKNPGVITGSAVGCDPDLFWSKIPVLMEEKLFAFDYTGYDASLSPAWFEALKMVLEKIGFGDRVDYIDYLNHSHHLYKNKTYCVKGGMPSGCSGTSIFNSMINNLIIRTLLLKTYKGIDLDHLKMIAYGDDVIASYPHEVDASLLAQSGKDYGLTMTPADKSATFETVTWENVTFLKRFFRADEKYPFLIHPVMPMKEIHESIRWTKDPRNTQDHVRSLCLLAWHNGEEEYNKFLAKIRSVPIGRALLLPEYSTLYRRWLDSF
# Polio RdRp inh FP z-score – recorded beside Polio RdRp inh, whose call it bears; z-score; measured here: FP z-score; hits read low
# Starred values were filed as active, the others as inactive; & = joins results of further samples. Some of the compounds tested; the hit share may differ from the screen's.
No.	Structure	Polio RdRp inh FP z-score	Polio RdRp inh
1	CCN(C(=O)c1cc2c(s1)-c1ccccc1OC2)c1cccc(C(F)(F)F)c1	-1	101
2	CCCN1C(=O)C(NC(C)=O)c2cc(C)ccc21 (stereo unspecified)	-0.4	100
3	Cc1noc(C)c1NC(=O)NC1Cc2ccccc2C1	0.7	104
4	COc1ccc2cc(-c3nc(Cl)c4c5c(sc4n3)CCCC5)c(=O)oc2c1	2.4	115
5	O=C(CCn1ccc2cc(S(=O)(=O)N3CCCCC3)ccc21)N1CCc2ccccc2C1	-0.4	100
6	CCOc1ccccc1CNC(=O)c1ccc(-c2nc(CSc3ccc(C)cc3)c(C)o2)cc1	0.1	108
7	COc1ccc(CCNC(=O)Cn2cc(S(=O)(=O)Cc3cccc(Cl)c3)c3ccccc32)cc1OC	2.1	115
8	S=c1oc(COc2ccccc2Cl)nn1CN1CCOCC1	-0.4	95
9	Cc1ccc(N2CC(C(=O)Nc3nnc(SCC(=O)NCc4ccco4)s3)CC2=O)cc1C (stereo unspecified)	-0.4	100
10	COc1ccc(OC)c(NC(=O)c2c(C)oc3ncnc(N4CCOCC4)c23)c1	-0.4	104
11	O=c1c2ccccc2n2c(=S)[nH]nc2n1Cc1ccccc1	-0.4	98
12	Cc1ccnc2nc(C(=O)Nc3ccccc3C(C)(C)C)nn12	0.5	107
13	Cc1cc(C)cc(Nc2cc(C(=O)NCCCN(Cc3ccccc3)C(C)C)c3ccccc3n2)c1	0.5	109
14	CCn1c(C)nc2cc(S(=O)(=O)N(C)C)ccc21	-0.3	100
15	COc1ccc(N(Cc2cccs2)C(=O)c2ccc(C(C)(C)C)cc2)cc1	-0.3	103
16	Nn1c(Cc2ccccc2)n[nH]c1=S	-0.6	99
17	CCOC(=O)c1oc2ccccc2c1NC(=O)COC(=O)C12CCC(=O)N1c1ccccc1S2 (stereo unspecified)	0.3	105
18	CC(O)(CC#N)c1ccccc1 (stereo unspecified)	0	100
19	Cc1ccc(C(=O)CSc2nc3ccccc3c(=O)n2N)o1	1.2	103
20	CC1(C)Oc2ccc(/C=C/C(=O)N3CCCCC3)c(O)c2C(N2CCCCC2)C1O (stereo unspecified)	0	100
21	C/C(=N\O)c1ccc(O)cc1O	1.7	106
22	COc1cccc(NC(=O)c2ccc(OC)c(OC)c2)c1	0	104
23	CC(NCc1cccc(S(=O)(=O)N(C)C)c1)c1ccc(F)cc1 (stereo unspecified)	-0.5	99
24	O=S(=O)(NC1CCCCC1NC1CCCCC1)c1ccccc1 (stereo unspecified)	0.7	105
25	CN(Cc1cnn(-c2ccccc2)c1)C(=O)C1CCN(c2ccc(-c3cccs3)nn2)CC1	-0.4	100
26	CCCC(=O)Oc1ccc(N(C(=O)CCC)S(=O)(=O)c2ccccc2)cc1	0.2	102
27	COc1ccc(/C=C2/CC(C(C)(C)C)C/C(=C\c3ccc(OC)cc3OC)C2=O)c(OC)c1 (stereo unspecified)	0.3	102
28	CNC(=O)CSc1nncn1-c1ccccc1	0.1	103
29	O=C(c1ccc[nH]c1=S)n1ccnc1	-0.3	101
30	N#Cc1cn(C2CCCCC2)c(=O)[nH]c1=O	0.2	105
31	O=C(CSCc1ccco1)Nc1ccc(Br)cc1	0	102
32	CC(=O)Nc1ccc(S(=O)(=O)Nc2cc(C)c(-n3nc4ccccc4n3)cc2O)cc1	0.2	101
33	COc1ccccc1NC(=O)C(CC(C)C)NC(=O)C1CCCCC1 (stereo unspecified)	0.3	101
34	CN1C(=O)/C(=C2/C=CC=CN2C)SC1=S	-0.1	98
35	Cc1cccc(C)c1NC(=O)CCCSc1nnnn1C	-0.5	101
36	O=C(NCCc1ccccc1)c1c(O)nc2ccccn2c1=O	1.3	103
37	COc1ccc(NC(=O)Cn2c(=O)n(Cc3ccccc3)c(=O)c3sc4ccccc4c32)cc1	-0.2	104
38	Cc1cc(N)n2c(nc3ccccc32)c1C#N	0.3	103
39	COc1ccc(OC)c(CCNC(=O)Cn2ccc3cc(S(=O)(=O)N4CCCCC4)ccc32)c1	0.7	112
40	Nc1nnc(Cc2ccccc2)s1	-2.4	97
41	Nc1c(C(=O)c2cccs2)oc2nc(-c3cccs3)cc(-c3ccco3)c12	-4.3	70
42	O=C(c1ccc(Br)cc1)N(Cc1cccs1)c1ccc(F)cc1	0.3	111
43	O=C(NCC1CCCO1)c1ccc(/C=N/O)nc1 (stereo unspecified)	0.3	102
44	CCCCNC(=O)N1CCCCC1	-0.1	102
45	O=C(NC1CCCC1)C1CCN(S(=O)(=O)c2ccc3nc(-c4ccccc4)[nH]c3c2)CC1	-1	98
46	Cc1ccc(C2=NN(C(=O)COC(=O)[C@H](Cc3ccccc3)N3C(=O)c4ccccc4C3=O)C(c3ccco3)C2)cc1 (stereo partly specified)	0.1	105
47	CCN(CC)c1ccc2cc(-c3nc(-c4cccs4)no3)c(=O)oc2c1	-1.1	104
48	Cc1c(C(=O)Nc2ccccc2)cc(-c2ccccc2)n1-c1ccccc1	-0.4	102
49	O=C(O)c1cc2ccc3c(c2oc1=O)CN(c1ccc(Cl)cc1)CO3	-0.6	98
50	CCc1ccccc1NC(=O)c1ccc2c(c1)N(Cc1cc(C)ccc1C)C(=O)c1ccccc1S2(=O)=O	0.7	107

# (next part)
No.	Structure	Polio RdRp inh FP z-score	Polio RdRp inh
51	COc1ccc2c(=O)c(-c3cc4ccccc4o3)coc2c1	0.3	101
52	CCC(Sc1ccc2nnc(-c3ccc(C)cc3)n2n1)C(=O)O (stereo unspecified)	0.5	103
53	Cc1ccc(S(=O)(=O)c2ccc(C)cc2)cc1	0.1	104
54	CCCC(=O)N(Cc1ccccn1)c1nc2ccccc2s1	0.1	102
55	CCOC(=O)c1oc2ccccc2c1COC(=O)CNC(=O)c1ccc2c(c1)OCO2	-0.3	102
56	COc1cc2c(cc1OC)C1CCCN1C(C)(C)C2 (stereo unspecified)	0.3	101
57	Cc1nnsc1C(=O)N(C)c1ccccc1	0.4	103
58	COc1cccc(Cc2nc3ccccc3nc2SCC(=O)N2CCCCC2C)c1 (stereo unspecified)	0.8	109
59	Cc1cc(C)nc(N2Cc3ccccc3C2=N)n1	-0.5	99
60	CCN(CC)Cc1c(O)ccc2cc(-c3ccc(OC)c(OC)c3)c(=O)oc12	-2.5	93
61	O=C(NCC(F)(F)C(F)F)c1ccncc1	-0.2	99
62	Cc1cc2cc(CCNS(=O)(=O)c3ccccc3)c(=O)[nH]c2cc1C	-0.9	99
63	O=C(Nc1cccc(C(F)(F)F)c1)c1cc2nc(-c3ccccc3)cc(C(F)(F)F)n2n1	0.1	104
64	O=C(C1CCN(Cc2cnn(-c3ccccc3)c2-n2cccc2)CC1)N1CCN(c2ccccc2)CC1	-0.6	101
65	Cc1cccc(N2CCN(C(=O)c3ccc4c(c3)c(C)c(C)n4C)CC2)c1C	0.5	109
66	CC(C)NC(=O)c1cccnc1Nc1cccc(C(F)(F)F)c1	-0.5	102
67	Cc1ccc(S(=O)(=O)N2CCN(S(=O)(=O)N(C)C)CC2)cc1	0.1	102
68	Cn1c(=S)[nH]c2c(c1=O)C1(CCCC1)Cc1ccccc1-2	0.2	102
69	O=C1CC(c2nc(-c3cccc(Cl)c3)no2)CN1c1ccc2c(c1)OCCO2 (stereo unspecified)	0.5	108
70	Cc1ccc(/C=N\N2CCN(c3ccccc3)CC2)cc1	0.5	104
71	O=C(Nc1ccc2oc(-c3cc(Br)ccc3Cl)nc2c1)c1ccc2ccccc2c1	-0.3	101
72	COc1cccc(CNc2ncnc3c2nnn3C)c1	-0.5	105
73	Cc1cc(C)cc(C(=O)N(C(C)C)C(C)C)c1	-0.4	100
74	CCOC(=O)c1c(C)n(CCO)c2ccc(O)cc12	-0.1	102
75	Cc1ccc(NC(=O)c2sc3nc(N)c(C#N)cc3c2N)cc1	-0.3	101
76	Cc1nnc(N2CCN(C(=O)Nc3cccc(C(F)(F)F)c3)CC2)c2nn(-c3ccccc3)c(C)c12	1.4	123
77	O=C(Cc1cccs1)NC1C(=O)N2C(C(=O)[O-])=C(C[n+]3ccccc3)CSC12 (stereo unspecified)	-0.1	99
78	Cc1ccc(CNC(=O)C2CCN(c3ncnc4c3nc3n4CCCCC3)CC2)cc1	0.6	109
79	COCCn1c(O)c(C=NCCn2c(C)nc3ccccc32)c(=O)[nH]c1=S	5.3	152
80	Cc1oc2ccc(O)c(CN3CCN(Cc4ccccc4)CC3)c2c1C(=O)Nc1cccc(Cl)c1C	-0.8	104

# Quoted at random: 4 records from the list.
No.	Structure	Polio RdRp inh FP z-score	Polio RdRp inh
26	CCCC(=O)Oc1ccc(N(C(=O)CCC)S(=O)(=O)c2ccccc2)cc1	0.2	102
66	CC(C)NC(=O)c1cccnc1Nc1cccc(C(F)(F)F)c1	-0.5	102
79	COCCn1c(O)c(C=NCCn2c(C)nc3ccccc32)c(=O)[nH]c1=S	5.3	152
19	Cc1ccc(C(=O)CSc2nc3ccccc3c(=O)n2N)o1	1.2	103

# Following part:
No.	Structure	Polio RdRp inh FP z-score	Polio RdRp inh
81	COc1ccc2c(C)cc(=O)[nH]c2c1	0&-0.7	102&99
82	Cc1c(C=Nc2ccc(Cl)cc2)c(O)n(C)c(=O)c1C#N	-12	41
83	O=c1oc2ccccc2c(O)c1Cc1c(O)c2ccccc2oc1=O	-0.3&0.1	97&100
84	Cc1cc(NC(=O)c2sccc2C)n(CCOC(=O)c2sccc2C)n1	-0.3	98
85	CCc1cccc(C)c1NC(=O)CN(C)C1=NS(=O)(=O)c2ccccc21	-0.5	100
86	Cn1c(C(=O)N2CCC(C(=O)NCc3ccccc3Cl)CC2)cc2oc3ccccc3c21	-0.2	101
87	Cc1cccc(NC(=O)c2ccc(F)c(S(=O)(=O)N(C)C3CCCCC3)c2)c1	0.1	108
88	Cc1nc2c(Cl)cc(Cl)cc2[nH]1	0.2	102
89	COc1cccc(NC(=O)CCc2nc(-c3cccs3)no2)c1	-0.7	109
90	Cc1ccc(CNC(=O)Nc2ccc3c(c2)N(C)C(=O)c2ccccc2S3)cc1	-1.1	102
91	O=C1CSC(c2ccccc2)N1CCc1ccccc1 (stereo unspecified)	0	101
92	c1ccc(Nc2nc(Nc3ccccc3)nc(Oc3ccccc3)n2)cc1	0.2	105
93	Cc1ccccc1C(=O)c1cccn1CC(=O)NCc1ccccc1	2.4	114
94	Cc1ccc(NC(=O)C(C)Sc2nnc(C)n2C)cc1 (stereo unspecified)	0	102
95	Cc1cccc(C)c1NC(=O)c1cnc(NC2CCCCC2)cc1C(F)(F)F	0.1	104
96	O=C(c1cccc(C(F)(F)F)c1)N1CCN(c2ccc(N3CCCCCC3)nn2)CC1	-1.3	99
97	CCS(=O)(=O)N1CCc2cc(C(=O)COC(=O)c3cn(C)c4ccccc34)ccc21	0.4	106
98	CCOC(=O)c1cc2c(=O)n3ccccc3nc2n(Cc2ccco2)c1=NC(=O)c1cc(C)cc(C)c1	-0.2	104
99	CCc1ccc(C(=O)c2cn(CC(=O)Nc3cc(OC)ccc3OC)c3ccc(C)cc3c2=O)cc1	-0.5	105
100	CN(N=O)C(=O)NC1[C@@H](O)OC(CO)[C@@H](O)[C@H]1O (stereo partly specified)	0	100

# Structures above that have a COOH group (2):
No.	Structure	Polio RdRp inh FP z-score	Polio RdRp inh
49	O=C(O)c1cc2ccc3c(c2oc1=O)CN(c1ccc(Cl)cc1)CO3	-0.6	98
52	CCC(Sc1ccc2nnc(-c3ccc(C)cc3)n2n1)C(=O)O (stereo unspecified)	0.5	103

# Continued.
No.	Structure	Polio RdRp inh FP z-score	Polio RdRp inh
101	CCC(C)OC(=O)CSc1ncnc2sc3c(c12)CCC(C)C3 (stereo unspecified)	-0.3	100
102	CSc1sc(C(=O)N/N=C/c2cccs2)c2c1C(O)CCC2 (stereo unspecified)	-0.3	101
103	COC(=O)c1ccc(COC(=O)c2ccccc2C(F)(F)F)cc1	0.1	102
104	CC1=C(C(=O)Nc2ccc(C)cc2C)C(c2cccn2C)n2ncnc2N1 (stereo unspecified)	1.4	112
105	CC1CCCC(NC(=O)COC(=O)c2ccc(Br)cc2)C1C (stereo unspecified)	0	101
106	COc1cccc(C(=O)Nc2cc3cc(OC)ccc3oc2=O)c1	-2.5*	85*
107	CC(=O)NC(C)(C)C1CC=C(C)/C(=N\O)C1 (stereo unspecified)	0.2	100
108	CSC1=N/C(=C/c2cccnc2)C(=O)N1Cc1ccccc1	0.5	103
109	CSc1nnc(C2CCN(C(=O)N3CCCC3)CC2)n1C	-0.6	100
110	O=c1n(Cc2ccccc2)c2ccccc2n1Cc1ccccc1	-0.1	101
111	Cc1ccccc1-n1c(SCC(=O)Nc2ccc(Cl)cc2F)nnc1-c1cc2occc2n1C	0.9	116
112	CCCc1cc(=O)[nH]c(Nc2cc(Cl)ccc2OC)n1	0.4	108
113	OCC(O)CNC(=S)NC1CCCCC1 (stereo unspecified)	0	102
114	COc1ccc(Cl)cc1NC(=O)CN1c2ccccc2S(=O)(=O)c2ccccc21	0.4	107
115	Cc1ccc(C(=O)Nc2cccc(C(=O)OCc3cc(=O)n4nc(C5CC5)sc4n3)c2)cc1	-0.7	104
116	COc1cc(OC)c2c(C)c(CC(=O)NCCc3ccccc3OC)c(=O)oc2c1	-0.3	105
117	CC(=O)Nc1ccc(S(=O)(=O)N2CCN(C(=O)N3CCCC3)CC2)cc1	0.5	103
118	c1ccc(N2CCN(c3ncnc4c3oc3ccccc34)CC2)cc1	0.1	101
119	COc1ccc(CCNC(=O)Cn2c(=O)n(-c3cc(OC)c(OC)c(OC)c3)c(=O)c3ccccc32)cc1OC	0.4	106
120	COc1ccc(N2CCN(C(=O)c3c(C)nn(-c4ccc(F)cc4)c3-n3cccc3)CC2)cc1	0.2	108
121	O=C(CSc1ncccc1C(=O)Oc1ccccc1Cl)Nc1ccccc1Cl	-1.1	106
122	Cn1cc(SCC(=O)Nc2ccc(F)cc2)c2ccccc21	-0.1	100
123	COc1ccc(CNc2nc(-c3ccco3)nn2S(=O)(=O)c2ccc3ccccc3c2)cc1OC	0	107
124	CCc1ccccc1NC(=O)CSc1nnc(-c2ccccc2)c(-c2ccccc2)n1	0.6	112
125	O=C(CN1C(=O)c2cccnc2Oc2ccc(Cl)cc21)NC1CCCCCC1	1	104
